Screening results as filed in PubChem.
TCR act: activates T cell receptor signaling. primary human leukocytes, anti-CD3, IL-2 HTRF, 48 h. Potency, µM (highest dose often 9.22 µM), for inactives: top-dose activation of IL-2 secretion, actives largely listed as activators. 330,000 tested, under 10 active; also: % of control where 0% means no effect
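Using a-CD3 beads without co-stimulation, primary human leukocytes were exposed to compounds for 48 hr. An HTRF IL-2 kit measured the cytokine, with europium-to-d2 energy transfer producing emission at 665nm upon 320nm excitation.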
TSHR antag: blocks TSH signaling through the human TSH receptor; P16473; TSHR-expressing cells, TSH-stimulated cAMP HTRF, 2 h; active compounds read low; activity change, negative = inhibition, % at 11.5 µM; 0.2% of 330,000 active; AID 504810;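 active = activity change below a set negative limit, meaning inhibition stronger than a set level, cut at about -70% in these data; inconclusive = activity change between two set negative limits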; also: % is scaled to controls: 0 for no effect and ±100 for the full control effect
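Freshly harvested TSHR cells receive pin-tooled compound, then EC80 TSH at 4nM final. After 2 hours at 37 deg C, antibody in lysis buffer and cAMP-d2 are added; 30 minutes at ambient temperature precede the HTRF read.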
S-ASM inh: human S-ASM enzyme inhibition; placental ASM, HMU-PC fluorogenic substrate, 60 min; AID 504937; 0.006% of 340,000 active; Potency, µM (doses to about 57.5 µM), without a hit: at the top dose activity change, negative = inhibition, hits mostly inhibitors; also: potency is read from the fitted curve at half-maximal effect
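HMU-PC0 cleavage (9 uM final) by human placental ASM, 60 min at 37 °C following 10 min compound exposure at RT; stopped at pH 10, fluorescence Ex 386/Em 447 nm.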
Mito fusion yeast: blocks mitochondrial division or promotes mitochondrial fusion | S. cerevisiae fusion-defective mutant growth rescue, CellTiterGlo 48 h | Potency, µM (top dose mostly 46.1 µM), inactives show top-dose growth rescue (activation), usual class: activators | 0.23% of 320,000 active;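 also: potency is read from the fitted curve at half-maximal effect; % of control where 0% means no effect; nearly all actives have a fitted effect of over 45% in size; temperature-sensitive fusion mutants such as fzo1-1 at 37 °C on non-fermentable ethanol glycerol medium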
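Growth-rescue viability read-out: after 48 h at the non-permissive 37C in glycerol/ethanol YPEG, yeast mitochondrial fusion mutants are measured by CellTiterGlo luminescence; compounds (23 nl pinned per well) restoring growth score as division inhibitors or fusion activators.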
Menin MLL FP TR: inhibitors of human menin-MLL interaction, mutant MLL peptide. O00255. Menin + Texas Red MLL mutant peptide, fluorescence polarization. Potency, µM (highest dose often 61.6 µM), inactives show at the highest dose FP activity change, negative = inhibition, actives largely listed as inhibitors. 0.23% of 270,000 active; active = well fitted inhibition curve with a large enough effect in the polarisation, with a control signal flat, not every such curve was filed as active; inconclusive = small, poorly fitted or top-dose-only effect, or effect the other way, or a change in a side signal; inactive = no such curve, though single readings can be large or run the other way; the % refers to the polarisation; also: potency is read from the fitted curve at half-maximal effect; % of control where 0% means no effect; many of its hits are not listed in these tables
Target sequence (O00255 whole entry, looked up): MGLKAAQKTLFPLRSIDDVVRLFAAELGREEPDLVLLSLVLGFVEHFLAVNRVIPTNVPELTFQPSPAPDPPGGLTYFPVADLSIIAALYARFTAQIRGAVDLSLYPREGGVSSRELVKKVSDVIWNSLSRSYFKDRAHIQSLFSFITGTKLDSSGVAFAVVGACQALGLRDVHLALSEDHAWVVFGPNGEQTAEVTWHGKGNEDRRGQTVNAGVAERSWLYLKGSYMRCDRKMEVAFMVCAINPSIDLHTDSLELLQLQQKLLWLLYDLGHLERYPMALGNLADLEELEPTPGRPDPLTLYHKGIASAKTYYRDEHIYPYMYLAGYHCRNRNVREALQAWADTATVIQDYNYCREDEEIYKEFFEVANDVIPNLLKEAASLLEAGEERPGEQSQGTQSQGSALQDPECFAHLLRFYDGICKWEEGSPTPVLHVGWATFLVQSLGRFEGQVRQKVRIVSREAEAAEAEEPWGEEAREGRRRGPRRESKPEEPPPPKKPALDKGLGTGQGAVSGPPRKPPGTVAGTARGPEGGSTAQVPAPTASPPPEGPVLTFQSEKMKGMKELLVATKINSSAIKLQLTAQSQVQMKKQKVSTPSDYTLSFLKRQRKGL
Integrin act MD: activators of alpha7 integrin expression for muscular dystrophy | alpha7betagal myoblasts, beta-gal FDG fluorescence, 48 h | Potency, µM (doses to about 38.3 µM), for inactives: at the highest dose activation, most hits filed as activators | 0.064% of 350,000 active;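 also: potency is read from the fitted curve at half-maximal effect; 100% = response of the positive control SU9516; nearly all actives have a fitted effect of over 60% in size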
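alpha7betagal+/- myoblasts (passage 13, 250/well) treated 48 h at 37C with compounds at 1:260 dilution of DMSO stock. Lysed, then beta-galactosidase activity read as FDG fluorescence (ex 480/em 540) after 30 min, with pre-read for autofluorescence.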
MBNL1 CUG block: blocks human MBNL1 binding to CUG repeat RNA; TR-FRET MBNL1-His/biotin-(CUG)12 binding, 665/545 ratio; Potency, µM (doses to about 57.5 µM), for inactives: at the highest dose activity change, negative = inhibition, hits mostly inhibitors; Q9NR56; 0.036% of 280,000 active; active = well fitted inhibition curve with a large enough effect in the signal ratio, with a control signal flat, not every such curve was filed as active; inconclusive = small, poorly fitted or top-dose-only effect, or effect the other way, or a change in a side signal; inactive = no such curve, though single readings can be large or run the other way; the % refers to the signal ratio; also: potency is read from the fitted curve at half-maximal effect; % is scaled to controls: 0 for no effect and ±100 for the full control effect
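Ratiometric TR-FRET (665 over 545 nm, excitation 340 nm) tracks disruption of MBNL1-His/biotin-(CUG)12 complex after 60 min at room temperature, with compounds at 92 nM to 58 uM final.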
TSG101-PTAP inh: blocks PTAP/TSG101 interaction to inhibit HIV-1 budding. Fluorescence polarization, FITC-PTAP peptide / Tsg101 binding. 340,000 tested, under 10 active. Potency, µM (top dose mostly 115 µM), without a hit: top-dose activity change, negative = inhibition, most hits filed as inhibitors. AID 493005; active = well fitted inhibition curve with a large enough effect in the main read-out, with a control signal flat, not every such curve was filed as active; inconclusive = small, poorly fitted or top-dose-only effect, or effect the other way, or a change in a side signal; inactive = no such curve, though single readings can be large or run the other way; also: potency is read from the fitted curve at half-maximal effect; % of control where 0% means no effect
Target sequence (Q99816 whole entry, looked up): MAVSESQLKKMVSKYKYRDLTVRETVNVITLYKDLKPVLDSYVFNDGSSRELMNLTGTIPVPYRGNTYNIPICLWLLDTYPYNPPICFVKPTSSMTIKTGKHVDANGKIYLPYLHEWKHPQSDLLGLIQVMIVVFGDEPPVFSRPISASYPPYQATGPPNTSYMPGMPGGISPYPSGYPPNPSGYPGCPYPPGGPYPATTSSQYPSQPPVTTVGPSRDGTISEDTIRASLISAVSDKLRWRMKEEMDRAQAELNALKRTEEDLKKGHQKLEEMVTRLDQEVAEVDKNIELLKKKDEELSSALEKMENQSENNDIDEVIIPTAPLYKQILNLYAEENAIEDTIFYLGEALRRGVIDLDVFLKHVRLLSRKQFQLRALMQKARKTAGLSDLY
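Tsg101 binding domain (10 uM final) was mixed with compound and a FITC-labeled PTAP peptide (50 nM final) in HEPES pH 7.5 buffer with NaCl, Tween 20, EDTA and TCEP; fluorescence polarization was read after 20 min at r.t.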
MLL CXXC-DNA inh: blocks binding of human MLL CXXC domain to DNA; 0.037% of 290,000 active; Potency, µM (titrated, usually from 115 µM), without a hit: top-dose activity change, negative = inhibition, usual class: inhibitors; MLL-CXXC / FITC-HOXA9 DNA fluorescence polarization; AID 2662; active = well fitted inhibition curve with a large enough effect in the polarisation, with a control signal flat, not every such curve was filed as active; inconclusive = small, poorly fitted or top-dose-only effect, or effect the other way, or a change in a side signal; inactive = no such curve, though single readings can be large or run the other way; the % refers to the polarisation; also: potency is read from the fitted curve at half-maximal effect
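Steps: dispense CXXC domain solution (7 uM) → pin compounds or unlabeled HOX-A9 DNA control → 5 min ambient → add FLSN-HOX-A9 solution (50 nM) → spin → 30 min ambient → fluorescence polarization. Tris pH 7.5/NaCl/DTT/BSA buffer.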
A-T KAP1 phos: potential ataxia-telangiectasia treatment. AID 485349. 0.19% of 320,000 active. Potency, µM (top dose mostly 57.5 µM), for the others: top-dose activation, usual class: activators. […] A-T fibroblasts, KAP-1 phosphorylation AlphaLISA; neocarzinostatin DNA damage 30 min before lysis; also: potency is read from the fitted curve at half-maximal effect; % of control where 0% means no effect; nearly all actives have a fitted effect of over 45% in size
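ATM-like activity read as KAP-1 phosphorylation via AlphaLISA donor/acceptor antibody pairs after lysis and 6 hr at 25C. Cells were ATM-null patient fibroblasts ([…], hTERT), dosed 60 min, then exposed to the DSB inducer NCS for 30 min.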
The depositor's hits bear a star; u = inconclusive; x = no result given; [ ] = remark or other dose. Unless noted, calls follow the shape of the dose curve; as a rule, active = well fitted curve in the direction sought with a large enough effect; inconclusive = small, poorly fitted or top-dose-only effect, or another doubt; inactive = no such curve, though single readings can be large; an effect the other way counts as inactive or inconclusive. Only part of the results is shown; rates above refer to the full screens.

entry	structure	TCR act	TSHR antag	S-ASM inh	Mito fusion yeast	Menin MLL FP TR	Integrin act MD	MBNL1 CUG block	TSG101-PTAP inh	MLL CXXC-DNA inh	A-T KAP1 phos
1	CC(=O)c1ccc(-c2ccc([C@H]3[C@H]4C=CC[C@@H](C)[C@@H]4C(=O)N3Cc3ccccc3)c(F)c2)cc1	0%	5	-9%	-5%	x	-20%	5%	-5%	2%	u
2	CSc1nc(Cl)cc(N2CCOCC2)n1	9%	33	1%	-2%	1%	-21%	-1%	0%	u	-2%
3	COc1ccc(-n2c(SCC(=O)N3CCCCC3)nc(O)cc2=O)cc1	-1%	-8	-1%	0%	16%	1%	5%	-9%	-9%	17%
4	CCOc1ccc(-c2nnc(N3CCCCC3)c3ccccc23)cc1	x	-3	-4%	-5%	u	-38%	-4%	-11%	-3%	5%
5	COc1ccc(C)cc1Nc1n[n+](-c2ccccc2)c(-c2ccc(C(=O)O)cc2)s1	-4%	2	0%	3%	-12%	30%	-2%	-6%	-4%	-3%
6	CCN(c1ccccc1)S(=O)(=O)c1ccc(Cl)c(C(=O)NCCc2ccc(OC)cc2)c1	7%[46.1 µM]	57	-4%	15%	-7%	0%	-20%	0%	18%	2%
7	CC(C)CN(CC(C)C)C(=O)c1cccc(S(=O)(=O)N2CCc3ccccc32)c1	-1%	0	4%	15%	-8%	-54%[inhibitor]	-6%	-1%	8%	-4%
8	COc1ccc(Nc2ccc(S(=O)(=O)N3CCCCC3)cc2[N+](=O)[O-])cc1	-6%[46.1 µM]	-9	-14%	6%	-27%	-27%	8%	-1%	6%	-2%
9	CCOC(=O)c1cn[nH]c1C(F)(F)F	9%	-1	2%	-1%	x	1%	-8%	-1%	6%	3%
10	COc1ccc(Br)cc1-c1nc2c(c(=O)[nH]c(=O)n2Cc2ccccc2)n1C	9%	-2	-1%	-5%	u	41%	10%	0%	0%	-11%
11	Cc1ccc(S(=O)(=O)Nc2ccc3c(c2)CC(=O)N([C@H](C)CO)C[C@@H](C)[C@H](CN(C)S(=O)(=O)c2ccccc2)O3)cc1	-4%	-8	-4%	x	x	-1%	x	-9%	x	0%
12	COc1ccc(N(CC(=O)NCCOc2ccccc2)S(=O)(=O)c2ccc(C)cc2)cc1	-8%	3	-3%	-3%	x	u	-3%	-9%	0%	-8%
13	CCc1ccc(-n2c(=O)c3c(C)c(C(=O)N(C)C)sc3n(CC(=O)NCc3ccco3)c2=O)cc1	-1%	-4	3%	0%	-17%	1%	-14%	-3%	18%	-6%
14	Fc1cccc(Cl)c1CN1CCN(c2nc3ccccc3s2)CC1	1%	-11	-2%	-24%	u	-1%	-1%	1%	51%[activator]	7%
15	Cc1cc(C)cc(OC(=O)CS(=O)c2ccc(C(F)(F)F)cc2[N+](=O)[O-])c1 (stereo not drawn)	1%	-27	-3%	3%	19%	-46%[inhibitor]	u	0%	0%	x
16	Cc1c(C)n2c(SCC(=O)N3CCOCC3)nnc2[nH]c1=O	-1%	14	5%	-3%	x	7%	x	-2%	x	-1%
17	CCOc1cccc2sc(N(CCCN(C)C)C(=O)c3ccc(S(=O)(=O)N(C)CC4CCCO4)cc3)nc12 (stereo not drawn)	2%	1	0%	-10%	x	-38%[inhibitor]	-8%	1%	8%	-7%
18	CCOC(=O)c1sc(C)c(C(=O)NCCCN2CCOCC2)c1N	3%	-4	0%	0%	1%	-10%	4%	-4%	1%	8%
19	Cc1ccccc1NC(=O)CSc1ccc(-c2ccccn2)nn1	0%	-4	-1%	-4%	x	-18%	11%	x	16%	2%
20	O=[N+]([O-])c1ccc(N2CCNCC2)c(S(=O)(=O)N2CCOCC2)c1	-7%[46.1 µM]	15	0%	-4%	-11%	13%	u	0%	6%	6%
21	CC(Sc1nc2ccccc2c(=O)n1CC1CCCO1)C(=O)Nc1ccc(S(N)(=O)=O)cc1 (stereo not drawn)	0%	x	-1%	-1%	x	2%	x	-2%	x	3%
22	O=C(NCCCn1ccnc1)Nc1ccc(Cl)cc1Cl	1%	-3	1%	4%	7%	11%	2%	-15%	-1%	-2%
23	CC(C)(C)c1ccc(C(=O)NCCCNC(=O)c2ccccn2)cc1	0%	9	5%	2%	-17%	44%	2%	-4%	-4%	6%
24	Cc1c(C(=O)OC(C)C)sc(NC(=O)c2cnccn2)c1C(=O)OC(C)C	0%	x	7%	x	x	u	x	-5%	x	x
25	Cc1noc(C)c1C(=O)Nc1nc(-c2ccccc2Cl)cs1	3%[46.1 µM]	-2	-2%	5%	-5%	-47%[inhibitor]	21%	0%	9%	2%
26	COc1ccc(Cn2c(C(F)(F)F)ccc(C(N)=O)c2=O)cc1	-3%	10	-1%	-3%	-1%	-14%	x	-3%	-2%	0%
27	Cc1ccc(-c2nnn(CC(=O)N(Cc3cccs3)C(C(=O)NCC3CCCO3)c3ccco3)n2)o1 (stereo not drawn)	0%	6	1%	12%	-24%	u	-2%	-1%	11%	1%
28	Cc1cc(C)cc(NC(=O)CN2CCC(C(=O)c3ccccc3)CC2)c1	-10%	14	0%	7%	u	-7%	0%	1%	9%	5%
29	COc1ccccc1NC(=O)C(C)OC(=O)C(C)SCC(=O)Nc1ccc(C)cc1 (stereo not drawn)	-5%	-11	-2%	14%	x	7%	x	1%	x	5%
30	CCOC(=O)c1cccc(N2C(=O)Nc3ccccc3N2O)c1	5%[46.1 µM]	11	10%	-3%	23%	10%	x	-1%	13%	-2%
31	CCOC(=O)c1ccc(Oc2nc(N(C)C)nc(N(C)C)n2)cc1	2%	9	-3%	6%	-10%	-18%	1%	-2%	0%	6%
32	CCCCn1c(N)c(N(CCC(C)C)C(=O)CN2C(=O)C3CCCCC3C2=O)c(=O)[nH]c1=O (stereo not drawn)	-1%	17	6%	-4%	-1%	11%	2%	-2%	8%	-3%
33	COc1ccc(CNC(=O)C2(CC3CC(c4ccccc4)=NO3)CCN(C(=O)C3(C)CC3)CC2)cc1 (stereo not drawn)	2%	x	-10%	x	x	8%	x	-2%	x	x
34	O=C(NCCC1CCCCN1S(=O)(=O)c1ccc(F)cc1)C(=O)NCc1cccnc1 (stereo not drawn)	1%	3	-1%	-2%	x	-12%	x	-7%	x	-1%
35	CCOC(=O)CSc1nc2sc3c(c2c(=O)n1-c1ccc(OC)cc1)CCN(C)C3	-2%	-8	6%	-2%	u	u	u	-5%	12%	2%
36	Cc1cnc(C(=O)OCC(=O)NCc2ccc3c(c2)OCO3)cn1	-2%	5	0%	3%	5%	0%	0%	-4%	3%	-1%
37	O=C(Nc1ccccc1Cl)c1cnccn1	x	-11	0%	-3%	9%	13%[7.66 µM]	6%	-5%	1%	10%
38	COCCCNc1nc2ccccc2nc1NS(=O)(=O)c1ccc(C)cc1	-8%	-11	17%	1%	x	21%	12%	-4%	-3%	-4%
39	Cc1nn(C)c(Cl)c1C(=O)NCC(=O)Nc1ccc(C(C)C)cc1	2%	-10	-4%	-3%	2%	28%	-1%	-2%	-8%	1%
40	COC(=O)C1=C[C@@H](C(=O)OC)[C@@H]2C3=C(C(=O)[C@]2(C)NC(=O)c2ccccc2)[C@H](C)n2c(=O)n(C)c(=O)n2[C@@H]3C1	-7%	x	-1%	x	x	0%	x	0%	x	x
41	Cc1ccc(CNS(=O)(=O)/C=C/c2ccc3c(c2)OCO3)cc1	1%	-5	-6%	4%	8%	-25%	-4%	-8%	-1%	4%
42	Cc1c(C(=O)NC2CCN(Cc3ccccc3)C2)oc2ccc(Br)cc12 (stereo not drawn)	1%	15	-5%	-13%	-6%	-2%	0%	1%	12%	-7%
43	Cc1cc(=O)oc2cc(NC(=S)NNC(=O)c3c(Cl)cnn3C)ccc12	2%	-6	127%[activator]	0%	x	5%	-1%	x	23%	0%
44	Cc1cc(C)n(-c2ccc(C(=O)Nc3nnc(C4CC4)s3)cc2)n1	-3%	-1	-1%	0%	u	0%	-6%	-4%	-6%	-4%
45	CN(C)S(=O)(=O)c1cccc(C(=O)N(Cc2ccc(F)cc2)Cc2ccco2)c1	-1%	-2	1%	2%	-6%	15%	-1%	-3%	-6%	5%
